CFTR F508del cor = CFTR F508del correction in bronchial cells; CFBE cells, YFP halide quenching; stimulated with forskolin plus potentiator P3; % fluorescence drop versus neutral controls; activity (quench increase), % at 7.58 µM; actives 0.36% (n = 350,000); AID 720511;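 active = mean added fluorescence quench of at least 8% versus neutral control, with both replicates also reaching 8%; inconclusive = only one of the mean or replicate conditions met; inactive = mean below 8% and not both replicates reaching 8%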;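 note: cells transiently co-express mutant CFTR-F508del with the halide-sensitive YFP; corrector assay measuring rescue of mutant channel to the surface after 24 h compound exposure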
miR122 inh = blocks miR-122 activity in Huh7 sensor cells. Huh7 miR-122 Renilla luciferase sensor, 48 h; neutral wells = 0, positive control = 100. activation (reporter increase), % at 12.5 µM. actives 0.3% (n = 340,000). AID 602342;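 active = mean replicate activation score at least 90 and every replicate individually at or above 90; inconclusive = only one of the two criteria met; inactive = neither criterion met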;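 note: higher luciferase means less miR-122 activity so hits act as miR-122 inhibitors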
DENV2 CPE = protects cells from dengue virus 2 cytopathic effect. DENV2-infected cells, cytopathic effect rescue, plate reader. CPE inhibition, % at 9.99 µM. actives 1.7% (n = 350,000); in the data active = CPE inhibition above about 20%, passing the limit was not always enough; inconclusive = no clear call, values can overlap the other calls; tested in BHK-21 cells;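 note: 0% = median of neutral control wells and 100% = median of positive control wells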
CASP6 VEID inh = inhibitors of human caspase-6. P55212. purified caspase-6, Z-VEID-R110 cleavage fluorescence. inhibition, % at 12.5 µM. actives 0.53% (n = 350,000). AID 686996;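 active = mean inhibition across replicates at least about 35%, with every replicate also reaching that limit, limit read from the data; inconclusive = only one of the two criteria met; inactive = neither criterion met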;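 note: 0% = median of neutral control wells and 100% = no fluorescence left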
Target sequence (P55212 24-179 limits assumed): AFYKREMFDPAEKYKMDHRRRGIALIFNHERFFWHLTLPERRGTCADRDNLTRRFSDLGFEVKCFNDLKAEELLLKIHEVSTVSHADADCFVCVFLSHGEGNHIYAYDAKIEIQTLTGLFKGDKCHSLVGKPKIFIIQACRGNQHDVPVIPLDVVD
Target sequence (P55212 194-293 limits assumed): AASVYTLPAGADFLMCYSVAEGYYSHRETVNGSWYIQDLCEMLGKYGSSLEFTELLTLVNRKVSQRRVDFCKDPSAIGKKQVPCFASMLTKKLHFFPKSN
SIRT5 inh = blocks human SIRT5 desuccinylation of peptide. Q9NXA8. Purified SirT5, succinyl-peptide AMC, trypsin-coupled fluorescence. inhibition, % at 15 µM. actives 1.1% (n = 330,000); in the data active = inhibition above about 15%; inconclusive = no clear call, values can overlap the other calls
Target sequence (Q9NXA8 whole entry, looked up): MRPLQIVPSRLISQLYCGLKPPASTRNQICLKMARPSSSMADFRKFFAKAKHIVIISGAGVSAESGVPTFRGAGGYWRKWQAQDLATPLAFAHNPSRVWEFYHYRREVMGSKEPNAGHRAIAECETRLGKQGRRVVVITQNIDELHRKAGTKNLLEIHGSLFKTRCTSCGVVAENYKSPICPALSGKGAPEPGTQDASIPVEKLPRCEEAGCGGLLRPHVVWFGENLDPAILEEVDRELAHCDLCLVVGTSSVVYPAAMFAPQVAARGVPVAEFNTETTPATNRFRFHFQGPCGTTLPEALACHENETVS
ERp5 inh = blocks human ERp5 reductase activity on insulin. Q15084. ERp5 insulin aggregation, absorbance 650 nm, 90 min. actives 0.05% (n = 350,000). inhibition, % at 9.99 µM;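 active = mean replicate inhibition above about 25%, with every replicate also reaching it, limit read from the data, passing the limit was not always enough; inconclusive = only one of those two criteria met; inactive = neither criterion met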
Target sequence (Q15084 whole entry, looked up): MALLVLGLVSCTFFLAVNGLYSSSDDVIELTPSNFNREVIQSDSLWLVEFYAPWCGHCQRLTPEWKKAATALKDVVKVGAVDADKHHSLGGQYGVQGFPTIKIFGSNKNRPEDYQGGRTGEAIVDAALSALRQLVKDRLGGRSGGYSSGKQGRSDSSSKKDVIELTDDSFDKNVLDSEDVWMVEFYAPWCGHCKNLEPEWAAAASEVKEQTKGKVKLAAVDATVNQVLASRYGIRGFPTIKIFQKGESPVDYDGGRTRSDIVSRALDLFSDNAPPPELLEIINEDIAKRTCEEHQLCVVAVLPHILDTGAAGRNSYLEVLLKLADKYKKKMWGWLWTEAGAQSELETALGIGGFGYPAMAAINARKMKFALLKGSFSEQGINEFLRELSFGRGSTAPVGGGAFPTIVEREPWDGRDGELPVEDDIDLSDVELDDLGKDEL
ERAP1 HTS inh = inhibitors of human ERAP1 aminopeptidase | Q9NZ08 | recombinant ERAP1, Leu-AMC fluorescence, 60 min | inhibition, % at 10.7 µM | actives 0.15% (n = 340,000) | AID 652197;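 active = mean replicate inhibition of at least 30%, or all replicates individually reaching that 30% level; inactive = mean below 30% and not every replicate reaching it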;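 note: 0% = neutral control wells and 100% = L-leucinethiol positive control wells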
Numbers without * were called inactive; ? = inconclusive; nt = not tested or not shown; & = joins results of further samples; [ ] = dose if it differs, or a comment.

SMILES	CFTR F508del cor	miR122 inh	DENV2 CPE	CASP6 VEID inh	SIRT5 inh	ERp5 inh	ERAP1 HTS inh
CCCCn1c(-c2ccc(F)c(F)c2)nc2cc3[nH]c(=O)c(C(C)C)nc3cc21	1.9	-4	5	6	-5	2	-1
O=C(NCCCN1CCOCC1)c1ccccc1N1C(=O)[C@@H]2Cc3c([nH]c4ccccc34)C(c3cccc(Cl)c3)N2C1=O (stereo not given in full)	0.7	-5	-9	3	-3	-2	2
CCCC#Cc1cnc2c(c1)C(=O)N([C@H](C)CO)C[C@@H](C)[C@H](CN(C)C(=O)Nc1ccccc1F)O2	0.0	5[16.7 µM]	-2	2	-4	-4	-1
COCCCNC(=O)c1cccc(S(=O)(=O)N2CC3(C)CC2CC(C)(C)C3)c1 (stereo not given)	-1.6	nt	15	-129	-2	-2	0
O=C(O)C(C(O)c1ccc([N+](=O)[O-])cc1)[n+]1ccccc1 (stereo not given)	-0.1	-5	-9	-22	0	4	-2
COc1cc(/C=N/NC(=O)c2ccc(CSc3nncn3C)cc2)cc(OC)c1O	-2.2	nt	-1	-3	5	-3	3
COC(=O)C[C@H]1C[C@@H]2c3cc(NC(=O)Nc4ccccc4)ccc3O[C@@H]2[C@@H](CO)O1	0.0&-0.6	-4	-1&-1	1&-2	-5&5	1&0	-2&-4
Cc1cc(OCC(=O)Nc2ccncc2)c(C)cc1Br	nt	-4	nt	-1	0	2	-6
CCOc1ccc(C(C)=O)cc1COC(=O)c1ccccc1C(=O)N(C)Cc1ccccc1	-1.4	41	-1	3	-2	-4	-2
O=C(NN1CCOCC1)c1cc(Cl)ccc1Cl	0.0	-2	nt	1	1	5	0
CC(C)(C)[C@@H]1C=C(C(=O)N2CCN(Cc3ccccc3)CC2)O[C@H](OCCCCO)C1	2.9&0.5	3	4&-3	1&-1	4&1	0&-7	4&-2
CCc1ccc(-c2csc(NC(=O)C3=COCCO3)n2)cc1	1.0	nt	-5	0	4	-4	-2
Cc1ccc(CNC(=O)CCS(=O)(=O)c2cc3c(cc2C)NC(=O)CO3)cc1	-1.5	0	-6	-4	-1	-3	1
CCC(C)CCN1C(Nc2ccccc2)=NC[C@@H]1C (stereo not given in full)	-0.5	5	-10	2	3	0	0
CNC(=O)C[C@H]1CC[C@@H]2[C@H](COc3ccc(NC(=O)c4ccc(F)c(F)c4)cc3C(=O)N2C)O1	-0.3	26[16.7 µM]	95*	-2	-2	2	1
CCN(Cc1cccc(F)c1)C(=O)c1ccc2ccccc2n1	-2.6	11	-4	3	-2	6	0
COc1ccc(S(=O)(=O)N(C)C[C@@H]2Oc3cc(-c4ccccc4OC)ccc3S(=O)(=O)N([C@@H](C)CO)C[C@H]2C)cc1	4.4	-2[16.7 µM]	6	-1	?	-2	1
Cn1c(=O)[nH]c(=O)c2c1nc(N1CCCCC1)n2CC(O)COc1ccc([N+](=O)[O-])cc1 (stereo not given)	-1.3	-5	-2	-1	-1	7	4
CN(C)CC(=O)Nc1ccc2c(c1)[C@@H]1C[C@@H](CC(=O)NC3CCCCC3)O[C@@H](CO)[C@@H]1O2	-0.5	1[16.7 µM]	11	-1	-1	-2	-1
CN(C)S(=O)(=O)c1ccc(N2CCCC2)c(C(=O)Nc2nc3ccccc3s2)c1	3.1	-6	1	-2	-4	-8	3

Shown as labelled records: part of the list above.
Molecule: CNC(=O)C[C@H]1CC[C@@H]2[C@H](COc3ccc(NC(=O)c4ccc(F)c(F)c4)cc3C(=O)N2C)O1
  CFTR F508del cor: -0.3 | miR122 inh: 26[16.7 µM] | DENV2 CPE: 95* | CASP6 VEID inh: -2 | SIRT5 inh: -2 | ERp5 inh: 2 | ERAP1 HTS inh: 1

Molecule: O=C(O)C(C(O)c1ccc([N+](=O)[O-])cc1)[n+]1ccccc1 (stereo not given)
  CFTR F508del cor: -0.1 | miR122 inh: -5 | DENV2 CPE: -9 | CASP6 VEID inh: -22 | SIRT5 inh: 0 | ERp5 inh: 4 | ERAP1 HTS inh: -2

Next part:
SMILES	CFTR F508del cor	miR122 inh	DENV2 CPE	CASP6 VEID inh	SIRT5 inh	ERp5 inh	ERAP1 HTS inh
COC(=O)c1sc(N)c(C(=O)OC)c1COC(=O)CNS(=O)(=O)c1ccc(C)c(C)c1	nt	-3	nt	4	nt	-8	2
O=C(Nc1ccc(F)cc1)c1cc(Cl)sc1Cl	-3.4	nt	-4	-1	1	1	7
Cc1cc(-c2nnc(CCC(=O)NC(C)(C)C34CC5CC(CC(C5)C3)C4)o2)no1	-2.3	-4	-10	-1	-1	1	2
O=C(Nc1nnc(SCCC2OCCO2)s1)C1CC(=O)N(c2ccc(F)cc2)C1 (stereo not given)	-1.1	2	-6	2	-1	0	-1
COc1cccc(CNC(=O)Cc2csc(Nc3nc(=S)[nH]c4ccccc34)n2)c1	3.0	7	-7	0	-10	1	2
CC(C)Cn1c(SCC(=O)NC2CC2)nc2ccc(Cl)cc2c1=O	-0.3	1	2	2	-1	2	6
CO[C@@H]1CN(C)C(=O)c2cc(NC(=O)Nc3ccc(Cl)cc3)ccc2OC[C@@H](C)N(C)C[C@@H]1C	-2.4	nt	10	4	2	2	-1
O=C(Cc1ccccc1)Nc1ccc(NC(=O)c2cccs2)cc1	-1.6	-2	2	3	0	-5	1
CO[C@H]1CN(C)C(=O)c2cc(NC(=O)c3ccccc3F)ccc2OC[C@H](C)N(C(=O)c2ccccc2F)C[C@@H]1C	1.3	nt	7	0	-12	0	5
COC(=O)C1=C(C(=O)OC)[C@@H]2N(Cc3ccccc3)c3ccccc3[C@@]23C[C@@H](C(=O)OC)N(C(=O)CC(C)C)C3=N1	-4.1	-5	-1	2	5	3	4
O=C(NCCCn1cccn1)c1cc(COc2ccccc2)on1	1.5	4	4	-2	nt	-2	-7
COc1ccc(S(=O)(=O)Nc2ccc3c(c2)C(=O)N([C@H](C)CO)C[C@@H](C)[C@@H](CN(C)C(=O)Nc2c(C)noc2C)OCCCC[C@@H](C)O3)cc1	-2.1	-5[16.7 µM]	-4	2	3	-1	2
CCC(=O)N1CC[C@@H]2[C@H]1c1cc(C#Cc3ccc(F)cc3)ccc1N[C@@H]2CO	1.8	-7[16.7 µM]	-9	0	-1	1	3
O=C(O)c1cc(Nc2cc(Cl)c3nonc3c2[N+](=O)[O-])ccc1O	0.6	-10	4	49*	4	0	36*
COc1ccccc1N1CCN(S(=O)(=O)c2ccc(-c3cnc(C4CC4)o3)cc2)CC1	-1.2	-8	0	-3	-9	0	-1
CC/C(=N\NC(N)=O)c1ccc(OC)c(OC)c1	1.5	-6	-5	-4	0	2	-2
Cc1nc(-c2ccc(S(=O)(=O)NCc3ccccn3)s2)cs1	0.8	0	3	0	0	1	-1
O=C(c1ccco1)N1CCN(c2ccnc3cc(Cl)ccc23)CC1	-0.1	nt	-3	-2	-1	-2	2
CCOC(=O)C(=O)N1c2ccccc2C(N(C(=O)C(=O)OCC)c2ccccc2)CC1C (stereo not given)	1.3	-6	7	-1	-1	3	0
COc1ccccc1/C=C1\SC(=S)N(CCC(=O)Nc2cccc(O)c2)C1=O	0.8	nt	5	-2	1	-1	3
COc1ccc2c3c([nH]c2c1)[C@H](CO)N(Cc1cccnc1)CC31CCN(C(=O)c2cccnc2)CC1	2.2	nt	-2	1	0	-4	4
Cc1noc(C)c1CSCC(=O)N(C)CC(=O)Nc1ccc(Cl)c(C(F)(F)F)c1	-2.8	-3	-7	0	-5	3	0
COc1ccc(C(C(=O)NC2CCCC2)N(C(=O)c2snc(C(N)=O)c2N)C2CCCC2)cc1OC (stereo not given)	1.4	nt	-3	nt	-2	6	3
CCOC(=O)c1sc(Nc2ccc(C)cc2C)nc1C	nt	-6	nt	2	2	6	3
CCC1Oc2ccc(C)cc2N(CC(=O)NCCc2ccc(OC)c(OC)c2)C1=O (stereo not given)	-0.9	0	9	0	1	3	-1
COc1cccc(CNC(=O)c2ccc(OC)c(S(=O)(=O)NC3CCCC3)c2)c1	2.2	25	-9	4	-6	0	-1
N#C/C(=C\c1ccccc1)C(=O)NCCN1CCOCC1	0.1	-7	nt	-3	nt	2	0
Cc1ccc([C@H]2C[C@H](n3cc(-c4ccc(F)cc4)nn3)[C@@H](O)CN2CC2CCCCC2)cc1	2.8	8	10	-1	0	2	-2
CN(C)C(=O)[C@H]1[C@H](CO)[C@H]2Cn3c(ccc(-c4cccc(F)c4)c3=O)[C@@H]1N2Cc1ccccc1	nt	nt	-2	1	-4	3	-3
C[C@@H]1CCCCO[C@@H](CN(C)Cc2ccncc2)[C@@H](C)CN([C@H](C)CO)C(=O)c2cc(NC(=O)Nc3cccc4ccccc34)ccc2O1	-1.3	10[16.7 µM]	1	1	nt	0	1
O=C(O)CCc1ccccc1OC(=O)c1ccccc1	1.5	1	-4	0	2	4	-1
COc1ccc(C2CC(=O)C(c3ccccc3C)=CN2Cc2ccccc2)cc1 (stereo not given)	-1.4	nt	?	-2	2	12	0
O=C1C=CC(=O)N1c1ccc(O)cc1	-8.8	nt	4	2	-1	1	-5
COc1cccc(-c2nn(Cc3ccccc3)cc2CO)c1	0.8	-3	6	1	0	2	-5
Cc1cc(C(=O)C(C)OC(=O)c2ccc(NC(=O)CC#N)cc2)c(C)n1-c1ccc(OC(F)F)cc1 (stereo not given)	1.8	4	-4	0	-4	0	-1
CO[C@H]1CC[C@H]2CCOc3c(C#N)cccc3C(=O)N(C)C[C@@H](OC)[C@H](C)C(=O)N(C)C[C@H]1O2	nt	nt	7	-1	-4	10	-4
O=C(c1ccccn1)N1CC(=O)N2[C@H](CO)[C@H](c3ccc(-c4cccc(F)c4)cc3)[C@@H]2C1	1.2	nt	-4	1	-1	-9	-3
COc1ccc(NC(=O)C2(C)Cc3c(-c4ccccc4)ccnc3O2)cn1 (stereo not given)	2.6	2	-6	0	nt	-1	-1
O=C(CSc1nc(C2CC2)nc2ccccc12)Nc1ccc2c(c1)OCCO2	nt	-6	nt	-2	-4	-2	0
COc1ccccc1-c1c(C)[nH]n2c(=O)c(Cc3ccccc3)c(C)nc12	1.1	nt	5	0	-5	-2	1
COc1cccc(-c2ccc3c(c2)[C@H]2[C@H](CCN2C(=O)CC2CC2)[C@H](CO)N3C)c1	-2.0	-18[16.7 µM]	-12	nt	nt	nt	nt
CCOc1cc(C(=O)NC(C)C2CC3CCC2C3)cc(OCC)c1OCC (stereo not given)	1.7	0	?	-4	-2	4	-4
CC(Oc1ccccc1Cl)C(=O)Nc1ccc(S(=O)(=O)N2CCCC2)cc1 (stereo not given)	0.3	nt	?	5	2	-5	2
CN(C)c1ccc(C(=O)/C=C/c2ccccc2)cc1	-2.0	-5	12	-1	3	0	5
O=C(N[C@@H](Cc1cccnc1)C(=O)N1CCC[C@H]1C(=O)NCCc1ccccc1Cl)C1CCCC1	-4.8	nt	5	1	0	2	1
NC(=O)COC(=O)c1ccccc1OCc1ccccc1	5.7	nt	nt	-4	-3	1	-1
Cc1cccc(NC(=O)c2cc([N+](=O)[O-])ccc2N2CCCCC2)n1	1.2	nt	-3	-3	1	-1	2
COc1ccc(C2=NOC(Cn3nc(C(=O)NCc4cccc(C(F)(F)F)c4)cc3-c3ccccc3)C2)cc1 (stereo not given)	-0.9	-1	nt	-2	nt	8	-2
CCC(CC)NCCOC(=O)c1ccc([N+](=O)[O-])cc1	-2.8	-1	-4	1	-8	4	0
CN(C)CCCNC(=S)N1CCC(c2nc3ccccc3[nH]2)CC1	-3.6	3	5	-14	5	-11	-4
Cc1ccn2c(C(=O)CSc3ccccc3)c(C)nc2c1	-0.8	nt	3	-4	-5	-1	2
CC(=O)N1CC2(C1)[C@H](c1ccc(-c3ccc(F)cc3)cc1)[C@H](CO)N2CC1CC1	4.6	nt	-10	-1	-8	-2	2
Cc1ccc(S(=O)(=O)Nc2ccc3c(c2)C(=O)N([C@H](C)CO)C[C@H](C)[C@H](CN(C)S(=O)(=O)c2cccs2)OCCCC[C@@H](C)O3)cc1	-0.1	4[16.7 µM]	-9	-3	2	5	1

Source: PubChem BioAssay (Broad Institute)
